Screening results as filed in PubChem.
TDP2 absorb: TDP2 (human) inhibition, absorbance primary screen; O95551; recombinant TDP2, T5PNP hydrolysis, p-nitrophenol absorbance 415 nm; inhibition, % at 12.8 µM; 370,000 compounds, 0.34% hits; AID 720702;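 active means inhibition above the mean of all tested compounds plus 3 SD, set per campaign, cut at about 25% in these data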;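 further: 0% = DMSO with enzyme and 100% = buffer with substrate but no TDP2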
Target sequence (O95551 whole entry, looked up): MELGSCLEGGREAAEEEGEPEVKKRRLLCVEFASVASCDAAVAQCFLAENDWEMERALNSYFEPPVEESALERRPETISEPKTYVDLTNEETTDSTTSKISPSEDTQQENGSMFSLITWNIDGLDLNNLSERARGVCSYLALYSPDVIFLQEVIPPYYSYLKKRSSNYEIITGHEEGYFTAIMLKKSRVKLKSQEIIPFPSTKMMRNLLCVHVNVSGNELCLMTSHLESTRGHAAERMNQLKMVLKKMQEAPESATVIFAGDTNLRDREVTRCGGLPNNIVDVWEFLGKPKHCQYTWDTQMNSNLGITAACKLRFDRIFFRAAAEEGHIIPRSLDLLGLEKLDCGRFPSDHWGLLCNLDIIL
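Evaluation: % inhibition relative to enzyme-containing and enzyme-free wells. Material: recombinant human TDP2. Benchmarks: enzyme-free and DMSO wells. Timing: enzyme reaction with compound for 2 h at 37 °C. Compound dosing: 12.8 µM only. Measured by: p-Nitrophenol epi absorbance. Reagent: T5PNP substrate at 5 mM, a TopII-DNA adduct mimic. Replication: single well per compound.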
TCR CD3 inh: human TCR-CD3 binding inhibition. inhibition, % at 9.4 µM. 360,000 compounds, 0.37% hits. TAMRA-labeled TCR probe fluorescence, biochemical. AID 651800; in the data active means inhibition above about 19%;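 further: recombinant mutant TCR 2C K166C tagged with TAMRA read by polarization; 0% = receptor in buffer alone and 100% = receptor with positive control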
PRMT1 inh: PRMT1 (human) inhibition, primary screen; recombinant PRMT1, activity-based probe fluorescence polarization; inhibition, % at 2.79 µM; 370,000 compounds, 1.3% hits; AID 652257;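 active means inhibition above about 21% made by adding two undisclosed values, limit read from the data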
Target sequence (Q99873 whole entry, looked up): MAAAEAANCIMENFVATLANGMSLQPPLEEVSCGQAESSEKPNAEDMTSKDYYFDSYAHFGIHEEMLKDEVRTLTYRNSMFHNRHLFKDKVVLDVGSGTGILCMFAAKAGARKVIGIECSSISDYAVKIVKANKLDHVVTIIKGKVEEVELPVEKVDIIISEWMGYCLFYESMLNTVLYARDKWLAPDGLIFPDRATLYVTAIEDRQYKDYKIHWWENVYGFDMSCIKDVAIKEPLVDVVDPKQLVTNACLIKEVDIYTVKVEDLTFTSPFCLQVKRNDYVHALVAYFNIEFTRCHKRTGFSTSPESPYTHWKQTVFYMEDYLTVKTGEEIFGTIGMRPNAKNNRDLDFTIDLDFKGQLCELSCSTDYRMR
PG9 Ab binder: binds the HIV-1 gp120 antibody PG9; inhibition, % at 6.7 µM; TR-FRET gp120-PG9 antibody binding; AID 624416; 360,000 compounds, 0.43% hits; in the data active means inhibition above about 8.5%
UHRF1 MBD2 ctr: human UHRF1 methylated DNA binding inhibitors | UHRF1 binding to methylated oligo, TR-FRET | inhibition, % at 4.4 µM | 370,000 compounds, 0.75% hits | Q96T88; in the data active means inhibition above about 21%;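 further: UHRF1 SRA domain binding a hemimethylated CpG hairpin DNA probe; 0% = median of test compound wells and 100% = reference inhibitor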
LEDGF integ inh: blocks HIV-1 LEDGF/p75-dependent DNA integration; TR-FRET IN-LEDGF/p75 DNA integration, Eu/Cy5; inhibition, % at 3.7 µM; 370,000 compounds, 0.64% hits;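 active means inhibition above the screen-wide mean plus 3 SD, cut at about 13% in these data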;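 further: signal is the Cy5 over europium emission ratio at 671 and 618 nm; 0% = plate median of compound wells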
HTRA1 inhibitor: inhibitors of human serine peptidase HTRA1; Q92743; recombinant HTRA1, FP-rhodamine activity-based probe, fluorescence polarization; inhibition, % at 5.96 µM; 340,000 compounds, 0.5% hits; AID 504803; in the data active means inhibition above about 36%;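 further: 0% = enzyme with DMSO and 100% = wells lacking enzyme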
SIAE primary: human SIAE inhibition, primary screen | SIAE FP-Rh probe binding, fluorescence polarization | 370,000 compounds, 0.69% hits | inhibition, % at 9.66 µM | Q9HAT2;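 active means inhibition above a cutoff: mean of compounds within the control limits plus 3 SD of those, cut at about 17% in these data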;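 further: 0% = plate median of compound wells and 100% = probe without SIAE protein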
mABHD4 FP: inhibitors of mouse ABHD4. Q8VD66. purified mABHD4, FP-Rh probe fluorescence polarization. inhibition, % at 8.92 µM. 370,000 compounds, 0.54% hits. AID 720543;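 active means inhibition exceeding the mean over every tested compound plus 3 SD, cut at about 30% in these data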;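 further: 0% = plate median of compound wells and 100% = S159A mutant with DMSO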
Target sequence (Q8VD66 whole entry, looked up): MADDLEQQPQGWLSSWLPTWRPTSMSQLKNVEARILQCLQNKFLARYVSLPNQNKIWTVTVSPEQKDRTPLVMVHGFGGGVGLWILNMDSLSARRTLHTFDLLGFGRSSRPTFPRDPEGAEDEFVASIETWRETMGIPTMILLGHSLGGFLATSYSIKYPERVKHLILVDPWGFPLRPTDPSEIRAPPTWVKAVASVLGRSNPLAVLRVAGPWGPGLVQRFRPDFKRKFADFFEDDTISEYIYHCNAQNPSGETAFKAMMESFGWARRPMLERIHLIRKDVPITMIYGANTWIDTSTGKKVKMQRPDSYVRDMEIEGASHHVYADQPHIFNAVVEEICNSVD
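Assay system: mouse ABHD4 enzyme, wild type / Also added: fluorescent activity-based probe FP-Rh / Doses: single nominal dose of 8.92 µM, 0.89% DMSO final / Timing: 45 min compound pre-incubation plus 60 min probe step, 25 °C / Signal: FP readout, ex 525 nm / em 598 nm / Control set: S159A mutant/DMSO as 100%, compound-well median as 0%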
DDE Tn7 FP inh: disrupts Tn7 cyclic peptide binding to fibrin D-Dimer-E complex; FP displacement of FITC-Tn7 peptide from fibrin DD(E); 0% = median of compound wells per plate; 370,000 compounds, 0.13% hits; inhibition, % at 8.3 µM;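 active means inhibition above the mean of compounds falling within the control limits plus 3 SD of them, cut at about 14% in these data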;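 further: 0% = plate median of compound wells and 100% = 10 µM Aha-Tn7 peptide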
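Test system: human clot-derived fibrin DD(E) complex / Quantity: 2 µM final DD(E) protein / Incubation: 10 min plus 3 h, room temperature / Measured by: fluorescence polarization / Benchmarks: high control of 10 µM Aha-Tn7 peptide / Replicates: singlicate testing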
An asterisk follows results filed as active; · = no result given.

SMILES | TDP2 absorb | TCR CD3 inh | PRMT1 inh | PG9 Ab binder | UHRF1 MBD2 ctr | LEDGF integ inh | HTRA1 inhibitor | SIAE primary | mABHD4 FP | DDE Tn7 FP inh
O=C(NCc1cccnc1)c1cc(C(=O)C2CC2)c[nH]1 | -8 | -4 | 9 | -0.4 | 4 | -4 | -1 | -5 | -8 | 1
CCN(C(=O)CSc1nc2ccccc2c(=O)n1-c1cccc(C)c1)C1CCS(=O)(=O)C1 (configuration not stated) | 2 | 0 | -3 | 0.2 | 0 | -2 | 4 | -3 | 3 | 4
CCOc1cccc(=O)c2c(C)n(Cc3ccccc3)c(C)c12 | 8 | -8 | 0 | -0.7 | -3 | -1 | -4 | 6 | 5 | 2
CC(C)OC(=O)C(C)(C)Oc1ccc(C(=O)c2ccc(Cl)cc2)cc1 | 9 | 6 | -2 | -2.8 | -2 | 0 | -2 | -3 | -7 | 3
CCCCCCCCN1C(=O)[C@@H](CC(=O)N2CCN(C(=O)C3CC3)CC2)C[C@@]2(C(=O)OC)C1=C[C@H](C1CCCC1)O[C@@H]2C | -4 | 1 | 0 | 0.0 | 0 | -3 | · | 1 | 4 | 2
CC(=O)N(C)N1c2ccccc2CCc2ccccc21 | -13 | 1 | -6 | -0.7 | 3 | 4 | -6 | 4 | 2 | 4
O=C(NCCN1CCN(Cc2ccccc2)CC1)C1c2ccccc2C(=O)N2CCc3ccccc3C12 (configuration not stated) | -3 | -7 | 2 | -0.4 | 2 | 3 | 1 | 2 | 5 | 3
O=C(c1ccc(S(=O)(=O)N2CCCC2)cc1)N(c1ccccc1)C1C=CS(=O)(=O)C1 (configuration not stated) | -5 | 3 | 2 | -0.4 | -3 | -2 | 3 | 3 | -5 | 2
O=C(CC1C(=O)NCCN1Cc1ccc(-c2ccccc2)cc1)NCc1ccccc1 (configuration not stated) | 2 | 8 | 0 | 0.3 | 1 | 1 | -14 | 2 | -1 | -4
O=C(NCCCN1CCOCC1)C1COc2ccccc2O1 (configuration not stated) | -4 | 4 | 2 | -0.7 | 6 | -3 | 6 | -6 | -3 | 3
COc1ccc(CCNc2nc(-c3sc(C)nc3C)cs2)cc1OC | 4 | 2 | 1 | 0.4 | 2 | 1 | 0 | 7 | 1 | 4
NC(=O)C1CCN(C(=O)c2ccc(NS(=O)(=O)c3ccc(F)c(F)c3)cc2)CC1 | -1 | 4 | -3 | -1.7 | 2 | 5 | 2 | 0 | -3 | 3
Cc1cccc(C)c1NC(=O)CN(C)C(=O)c1cccc(S(=O)(=O)N2CCN(c3ccccc3)CC2)c1 | 7 | -3 | -2 | -1.5 | 0 | -1 | 1 | 12 | 9 | -5
COC(=O)C(CC(C)C)N1CCC(=O)c2ccccc2S1(=O)=O (configuration not stated) | 14 | 4 | 1 | -2.2 | -1 | 3 | 2 | -4 | 8 | 4
Cc1cc(NC(=O)CCn2c(=O)sc3ccccc32)no1 | -4 | 3 | 0 | -1.9 | 3 | 6 | 1 | -5 | 0 | -6
CCN(CC)CCN1C(=O)c2cccc3cc(N)cc(c23)C1=O | -8 | -9 | 25* | -10 | -3 | 3 | 7 | -1 | -7 | 1
Cc1cc(C(=O)Nc2nc3ccc(S(C)(=O)=O)cc3s2)c(C)o1 | -5 | -2 | -3 | 4.2 | 0 | 2 | -24 | -8 | -5 | -1
Cc1ccccc1C(=O)N1CCC(C(=O)NCCc2ccc(S(N)(=O)=O)cc2)CC1 | -15 | 12 | -1 | 0.7 | -3 | -2 | -6 | -2 | -2 | 3
CCN(Cc1ccccc1)C(c1ccncc1)c1nnnn1C(C)(C)C (configuration not stated) | -8 | -4 | 2 | -1.0 | 4 | -3 | -4 | 3 | 4 | 3
Cc1ccc(S(=O)(=O)Nc2cc(C(F)(F)F)ccc2N2CCOCC2)cc1 | 10 | 6 | -2 | 0.2 | 0 | 3 | -3 | 1 | -8 | 0
COc1ccc(NC(=O)CN2CCN(Cc3ccc4c(c3)OCO4)CC2)cc1OC | 6 | 2 | 0 | -0.3 | 5 | 1 | 4 | 2 | 23 | 1
Cc1ccc(F)c(S(=O)(=O)NC(=O)C2(C)CCN2C(=O)Cc2ccccc2Cl)c1 (configuration not stated) | -14 | 0 | 3 | 0.0 | 0 | -2 | · | -3 | 2 | -7
O=C(N/N=C/c1cccc(O)c1)c1ccc(NC(=O)C2CCCCC2)cc1 | -7 | -7 | 2 | -0.3 | -2 | -6 | -23 | -28 | -15 | 6
Cc1cc(NC(=O)CSc2nnc3c4c(C)c(C)sc4ncn23)no1 | -16 | -5 | -2 | -2.6 | 6 | 6 | 5 | -8 | -12 | -4
Cc1ccc(NC(=O)CN2CCCCCC2)cc1Br | 3 | 4 | -3 | -1.4 | 0 | 1 | -6 | 7 | 2 | 1
Cc1c(Cl)cccc1NC(=S)N1CCCCCC1 | 12 | 1 | 2 | 0.8 | 0 | -2 | -6 | 12 | 2 | 0
COc1ccc(C(=O)C[C@@H]2OC[C@H](C(C)C)N2S(=O)(=O)c2ccc(C)cc2)cc1OC | -6 | 2 | -4 | -2.8 | 0 | 1 | · | 0 | -7 | 0
O=C(CNC(=O)c1cccs1)NCCN1CCN(Cc2ccccc2)CC1 | 14 | -5 | 2 | 1.9 | -4 | -5 | -4 | 1 | -2 | 1
O=C(O)CCCCCn1c(SCc2cc(=O)n3ccccc3n2)nc2ccsc2c1=O | -2 | 0 | 0 | 1.8 | -3 | 0 | 2 | 5 | -3 | -7
CCOC(=O)c1sc2nc(C)nc(SC(C)C(=O)N(C)c3ccccc3)c2c1C (configuration not stated) | -10 | -1 | -3 | 2.7 | 1 | 2 | -23 | -4 | -2 | -1
COc1cc2c(cc1OC)CN(CC(=O)Nc1ccc(F)cc1)CC2 | 5 | 4 | -3 | -2.3 | -3 | -4 | 18 | 7 | -5 | 5
Cc1ccc(S(=O)(=O)Nc2ccccc2NS(=O)(=O)c2ccc(C)cc2)cc1 | -1 | 1 | 1 | 1.0 | -1 | 2 | · | 1 | 1 | 0
O=C(Cc1ccccc1)N/N=C/c1ccc(OC(=O)/C=C\c2ccco2)cc1 | 2 | 7 | 3 | -0.8 | -1 | -1 | -9 | -9 | 3 | 3
COc1ccccc1C(=O)N1[C@@H](C(C)C)COc2cc(Br)ccc2S1(=O)=O | -2 | 3 | -1 | -1.2 | -1 | 3 | -4 | 3 | 6 | -6
COc1ccc(S(=O)(=O)N2CCCCC2)cc1NS(=O)(=O)c1ccccc1 | 2 | 2 | 2 | 2.9 | 2 | 0 | 5 | 1 | -3 | 3
COc1ccc(OC)c(S(=O)(=O)N2CCC(C(=O)N3CCc4ccccc4C3)CC2)c1 | 3 | -6 | 0 | -1.2 | 3 | 3 | 1 | 2 | -3 | 4
O=C(c1cc(=O)[nH]c2ccccc12)N1CCN(S(=O)(=O)c2ccc3ccccc3c2)CC1 | 7 | 6 | -3 | 0.8 | 2 | -1 | -9 | 5 | -5 | 4
Cc1onc(C(=O)NN)c1-c1csc(COc2ccccc2)n1 | -30 | 3 | 0 | -2.2 | 1 | 3 | -21 | -16 | -18 | 5
C=C[C@@H]1c2ccccc2N(S(=O)(=O)c2ccc(C)cc2)[C@H](c2ccc(OC(C)=O)cc2)C1(C#N)C#N | -3 | -3 | 0 | 1.4 | 5 | -4 | -18 | -26 | -14 | 0
Cc1ccccc1NC(=O)CSc1ccc2nnc(-c3ccccn3)n2n1 | -5 | 0 | 3 | -0.4 | 2 | -6 | 2 | -2 | 5 | -3
O=C(Cc1ccsc1)Nc1ccccc1F | 22 | -4 | 3 | -1.8 | 1 | 1 | 5 | 8 | -1 | -9
COc1cc2ccccc2ccc1=NO | 8 | 7 | -4 | -4.2 | -8 | 0 | 5 | 4 | 2 | 5
CCOC(=O)/C(C#N)=C/Nc1cc(OC)ccc1OC | -5 | 4 | 0 | -0.2 | 0 | 3 | 3 | -2 | -1 | -4
O=C(N/C(=C\c1ccc(Br)cc1)C(=O)N1CCOCC1)c1ccc([N+](=O)[O-])cc1 | 5 | -2 | -5 | 0.0 | 3 | 2 | 2 | 12 | 5 | 1
CC(C)(C)OC(=O)CNC(=O)c1[nH]cnc1C(=O)NCCCCCN | 8 | 0 | 3 | 0.4 | 4 | 12 | 3 | 6 | 5 | 4
Cc1cc2c(NC(=O)Nc3ccccc3)cccc2nn1 | 24 | 4 | 1 | -0.8 | -6 | -1 | 0 | -1 | 28 | -2
CCc1ccc(N2C(=O)C(Cl)=C(N3CCOCC3)C2=O)cc1 | 0 | 3 | 15 | 0.1 | -2 | -2 | 1 | -1 | 3 | 6
CCOC(=O)c1cnc(-c2ccccc2)nc1Oc1ccc(C)cc1 | 3 | 4 | 0 | -1.5 | 0 | -2 | -16 | -4 | -1 | 1
CC(C)(C)OC(=O)N1CCc2onc(-c3ccc(N)cc3)c2C1=O | -3 | -2 | 6 | -2.6 | 2 | -11 | -3 | 1 | -11 | 5
COc1ccc(CCn2c(NN=C(C)C)nc3c2c(=O)[nH]c(=O)n3C)cc1 | -2 | 6 | 7 | -1.7 | -4 | 5 | 9 | 8 | 4 | 3

Next compounds follow.
SMILES | TDP2 absorb | TCR CD3 inh | PRMT1 inh | PG9 Ab binder | UHRF1 MBD2 ctr | LEDGF integ inh | HTRA1 inhibitor | SIAE primary | mABHD4 FP | DDE Tn7 FP inh
O=C(c1cc(-c2ccc(Cl)cc2Cl)on1)N1CCN(C(=O)c2ccco2)CC1 | 6 | 4 | -3 | -2.0 | -2 | -2 | -21 | 1 | -3 | -3
O=S(=O)(Nc1ccc(Cl)cn1)c1cccc(S(=O)(=O)c2ccccc2)c1 | 0 | 10 | -4 | -3.2 | 0 | -5 | -22 | -2 | -4 | -3
COc1ccccc1CNC(=O)COc1ccc([N+](=O)[O-])cc1 | -4 | 9 | -4 | -2.7 | -1 | 3 | 5 | -1 | 0 | -5
CN(C)C=NC(=O)c1cccn1-c1ncc(C(F)(F)F)cc1Cl | 3 | 0 | -2 | -1.0 | -2 | 0 | -3 | 4 | 6 | -4
Cc1cc(C(=O)N2CCN(Cc3ccccc3)CC2)ccc1[N+](=O)[O-] | 7 | 2 | -3 | 0.8 | 0 | -3 | 5 | -11 | 2 | 1
Cc1ccc(Cn2ncc3c(NCCCN4CCOCC4)ncnc32)cc1 | 0 | 5 | -1 | 0.5 | -1 | 0 | -4 | -9 | 5 | -2
CCCNC(=O)N1CCC(C(=O)c2ccc(Cl)cc2)CC1 | -11 | 12 | -4 | -0.1 | 1 | -1 | -2 | -5 | -9 | 6
